# All columns: NCI-60 one-dose screen, growth in % after 48 h at 10 µM unless noted; 100 = growth as untreated, 0 = no growth, -100 = all killed.
# MALME-3M = MALME-3M melanoma; 78,000 compounds, 5.8% hits
# SK-MEL-5 = SK-MEL-5 melanoma; 80,000 compounds, 6.4% hits
# M14 = M14 melanoma. 80,000 compounds, 6.2% hits. AID 1794745
# UACC-62 = UACC-62 melanoma | AID 1794756 | 81,000 compounds, 5.4% hits
# SK-MEL-2 = SK-MEL-2 melanoma. 77,000 compounds, 4.7% hits. AID 1794763
# UACC-257 = UACC-257 melanoma; 78,000 compounds, 4.4% hits; AID 1794764
# EKVX = EKVX NSCLC | 71,000 compounds, 3% hits
# A549/ATCC = A549/ATCC NSCLC; 81,000 compounds, 3.7% hits; AID 1794740
# The depositor's hits bear a star; . = no result given. The calls were made as follows: active = growth percent below 10; inactive = the rest. Rows were taken by chance. Share with any hit: about 9.8%.
SMILES,MALME-3M,SK-MEL-5,M14,UACC-62,SK-MEL-2,UACC-257,EKVX,A549/ATCC
C#Cc1cccc(Nc2nc(C)nc3cc(NC(=O)CCl)ccc23)c1,-77.6*,-94.0*,-27.5*,-46.5*,-69.8*,-60.9*,-58.8*,5.9*
Cc1nc2sccn2c1-c1nnc(SCC(=O)O)o1,95.0,100.1,92.8,93.0,104.8,97.3,96.0,103.4
O=C(CSc1nc2ccc([N+](=O)[O-])cc2[nH]1)Nc1cccc(Cl)c1,2.5*,0.3*,29.4,8.2*,7.4*,15.0,16.7,28.9
Cn1cc(-c2nonc2-c2cn(C)c3ccc(F)cc23)c2cc(F)ccc21,49.5,51.4,31.4,50.6,30.5,71.7,67.9,47.9
COc1ccc(/C=C(\c2cc(OC)c(OC)c(OC)c2)c2nnc(-c3ccc(F)cc3)o2)cc1,.,97.1,97.9,99.7,95.4,111.7,99.9,91.3
c1ccc2c(c1)NC1(CCSc3ccccc31)n1nccc1-2 (stereo unspecified),72.5,97.3,96.2,103.4,94.2,102.8,.,93.9
Cc1cc[n+](CCCC[n+]2ccc(C)cc2)cc1,97.6,99.2,95.4,97.5,124.1,111.2,97.2,103.8
O=C(O)C(Cc1ccccc1)N1C(=O)/C(=C/c2cccnc2)SC1=S (stereo unspecified),106.7,98.9,106.7,99.4,106.7,105.1,99.1,105.9
CC(=O)Nc1ccc2c(c1)C(N1CC3CCC(CC3)C1)c1ccccc1-2 (stereo unspecified),.,49.3,102.4,60.5,96.7,84.1,88.5,85.9
COc1ccc(NC(=O)/C=C/C(=O)O)cc1,117.4,104.5,106.7,106.2,129.8,96.8,103.2,94.8
O=S(=O)(Nc1nc(-c2nc(-c3ccccc3)no2)cs1)c1cc(Cl)cc(Cl)c1,99.3,99.5,92.7,90.7,96.7,95.3,102.0,94.9
CCOC(CN1CCN(CC(C)C(=O)c2ccccc2)CC1)c1ccccc1 (stereo unspecified),105.2,90.1,113.8,105.3,.,93.2,.,96.5
O=C(NCc1ccco1)Nc1ccccc1C(F)(F)F,102.0,103.4,104.0,97.2,104.7,104.0,102.2,105.6
c1ccc(-c2[nH]c(-c3nccc4ccccc34)c(-c3ccccc3)c2-c2ccccc2)cc1,107.9,93.0,93.4,97.1,95.5,93.6,.,87.2
CCCCCCCCCCCCCCCCCCOc1cccc(CC(=O)OCC[N+](C)(C)C)c1,94.8,90.2,82.5,82.1,116.1,106.3,98.1,91.9
COc1ccc2c(c1)O/C(=C/c1ccc(OCC(=O)Nc3ccc(S(=O)(=O)N=C(N)N)cc3)cc1)C2=O,108.5,98.3,100.1,94.4,104.5,95.3,102.3,92.3
CS(=O)(=O)c1ccc(-c2nn(-c3ccccc3)cc2/C=N/NC(=O)c2nc(N)n[nH]2)cc1,90.0,98.6,.,90.8,108.2,98.3,90.3,97.3
O=C1C=C(c2ccccc2)CO1,115.6,109.0,117.9,109.7,120.5,102.7,101.1,108.7
SCCNC1CCCCC1,95.9,.,105.8,89.0,105.7,93.5,116.9,88.8
CC(=O)N1N=C(c2ccc(Cl)cc2)CC1c1cn(Cc2ccc(Cl)cc2)c2ccccc12 (stereo unspecified),66.4,90.1,96.0,68.3,96.4,83.8,66.4,70.6
CC(=S)N/C=C(\C#N)S(=O)(=O)c1ccc(C)cc1,.,100.8,97.7,103.9,106.2,93.9,97.8,93.1
N=c1nc(N)nc2c3cc(Br)ccc3nnn12,106.1,.,92.7,72.6,100.1,100.8,67.3,96.2
NC(Cc1ccccc1)C(=O)Nc1nnc(C2CC2)s1 (stereo unspecified),92.3,109.1,89.2,94.4,90.8,93.9,94.6,90.3
CC(C)NCCCNC(=O)C1COc2ccccc2O1 (stereo unspecified),100.7,99.5,95.8,101.5,102.3,95.2,94.2,91.2
O=C1OC(c2cccc3c(F)cccc23)c2ccccc21 (stereo unspecified),116.6,100.5,96.2,82.9,108.9,98.4,112.9,101.0
SMILES,MALME-3M,SK-MEL-5,M14,UACC-62,SK-MEL-2,UACC-257,EKVX,A549/ATCC
CCOCc1ccccc1C(O)(c1ccccc1)c1ccccc1,88.2,99.6,100.5,85.8,88.7,94.6,91.5,83.4
CN(C)C(=O)c1cc2cnc(Nc3ccc(-c4csc5c(=S)cc(N6CCOCC6)oc45)cc3)nc2n1C1CCCC1,17.8,-30.4*,7.5*,-35.8*,-24.6*,4.1*,12.1,5.9*
N#C/C(=C\c1cccc(Cl)c1)c1nc(N)nc(Nc2ccc(S(N)(=O)=O)cc2)n1,107.5,101.8,104.0,94.5,97.3,107.0,104.0,101.4
COc1ccc(/C(C#N)=C/c2cccnc2)cc1,164.4,110.6,98.8,88.8,120.4,60.5,110.9,101.3
CC(=O)OC1CCC2(C)C(=CC3C4CCC(=O)C4(C)CCC32)C1 (stereo unspecified),112.0,105.1,98.0,101.1,93.0,109.9,108.9,101.0
COc1ccc(OC)c(NC(=O)c2cc3oc4ccccc4c3cc2O)c1,69.7,91.1,95.7,79.7,96.1,92.0,75.9,88.4
COc1cc(Cl)cc(-c2nn(-c3cccc(NC(=O)c4cccc(C(F)(F)F)c4)c3)cc2-c2ccncc2)c1,92.4,70.7,56.3,74.5,56.4,68.7,.,39.1
OC(CBr)c1ccc(Br)c2ccccc12 (stereo unspecified),102.8,99.4,95.6,98.8,110.3,.,82.8,95.4
CC1(C)C2CC[C@]3(C)C(C(=O)C=C4[C@@H]5C[C@@](C)(C(=O)O)CC[C@]5(C)CC[C@]43C)[C@@]2(C)CC[C@@H]1OC(=O)CCC(=O)O (stereo partly specified),.,104.5,110.3,105.3,107.8,101.3,109.7,100.8
CCCCCN1C=C/C(=C\C(=O)n2ccc3ccccc32)c2ccccc21,81.7,97.3,92.0,67.0,96.9,97.9,69.3,89.4
Cc1cc(C(=O)C(C(c2ccccc2)N2CCOCC2)N2CCOCC2)ccc1Cl (stereo unspecified),99.5,103.5,91.3,.,111.5,100.6,97.0,104.1
O=C(/C=C/c1ccccc1)c1ccc(Nc2nc(Nc3ccc(F)cc3)nc(Nc3ccc(Cl)cc3)n2)cc1,108.6,79.0,81.2,100.3,92.0,109.6,79.2,112.2
O=C(Cn1nnc(N2CCCCC2)n1)N/N=C/c1ccccc1O,.,87.7,85.5,89.4,112.4,92.6,89.9,78.7
CCCCOC1=NN(c2ccccc2)C(c2ccc(Cl)cc2)N2CCC[C@@H]12 (stereo partly specified),107.3,105.5,100.3,90.5,.,70.3,118.2,74.7
CCC(=O)OCCN(C(=O)CC)c1ccccc1,99.7,103.0,96.2,106.4,100.4,108.4,96.7,109.1
O=C(Nc1ccccc1)OC(CCl)C(Cl)CCl (stereo unspecified),108.1,110.2,105.0,97.8,104.0,98.3,99.2,93.1
CCC(C)C(NC(=O)C(Cc1cnc[nH]1)N(C(=O)OCc1ccccc1)C(=O)OCc1ccccc1)C(=O)OCc1ccccc1 (stereo unspecified),93.3,101.0,100.4,104.3,.,103.9,.,99.9
Cc1c(C)c2ccc(OCc3nnc4sc(-c5ccccc5)nn34)cc2oc1=O,55.5,70.8,79.8,72.9,101.0,91.3,.,85.2
C[n+]1c2ccccc2nc2ccccc21,.,3.8*,-55.7*,-34.3*,-24.2*,.,54.9,24.1
COC(=O)C1=C(C(=O)OC)C2C(C)=CC(C)=CN2C(C(=O)OC)=C1C(=O)OC (stereo unspecified),.,100.4,97.7,.,.,96.4,.,111.0
CCOc1nc2sc(C(N)=O)c(C)c2c(=O)n1Cc1ccccc1,93.3,94.4,112.4,99.0,125.9,97.7,.,88.4
CCC/C(C)=C/c1ccc(CC)cn1,99.5,.,102.8,90.6,97.0,98.8,78.5,93.1
Cc1[nH]nc2c1C(c1cc3c(cc1Br)OCO3)C(C#N)=C(N)O2 (stereo unspecified),107.5,99.6,96.8,90.5,110.2,102.3,102.3,106.0
CCO/C=C1\SC(=S)N(CCc2ccc(OC)c(OC)c2)C1=O,108.6,108.9,99.7,110.0,113.4,100.4,113.4,98.7
Cc1cc(O)c([N+](=O)[O-])cc1Cl,90.8,104.7,95.1,94.4,103.1,109.4,102.5,105.2
SMILES,MALME-3M,SK-MEL-5,M14,UACC-62,SK-MEL-2,UACC-257,EKVX,A549/ATCC
O=C(CC(O)c1ccccc1)Nc1ccccn1 (stereo unspecified),94.2,115.7,99.7,98.3,.,94.9,97.0,95.8
CCCc1cc(=O)[nH]c(=S)[nH]1,105.6,97.7,105.9,.,127.5,104.4,93.4,103.4
c1cc(-c2nc(N3CCOCC3)c3c4c(sc3n2)CCCC4)ccn1,103.5,86.4,107.4,87.5,97.7,92.8,71.2,93.1
CO[C@@H](C=O)O[C@@H](C=O)CO,89.9,96.8,93.5,82.1,111.8,.,104.5,97.3
Cc1ccc(S(=O)(=O)C/C(=N\Nc2ccc(S(N)(=O)=O)cc2)c2cc3ccccc3o2)cc1,99.1,94.0,99.8,96.3,99.5,87.7,96.4,87.3
c1ccc2c(c1)Sc1ccccc1S2,101.0,100.9,103.5,101.7,112.1,99.9,.,94.2
Cn1ncc2c(NCCO)ncnc21,91.7,99.5,104.5,98.7,108.4,96.1,.,99.1
CCOC(=O)c1nn(-c2ccn(C)n2)c(C(=O)OCC)c1N,97.0,107.2,103.2,103.6,98.4,99.8,101.0,99.8
C=CCOc1ccc(C#N)cc1,106.8,104.5,102.0,95.8,100.4,105.1,115.4,95.9
CCOC(=O)c1ccc2[nH]c(-c3ccccc3)cc(=O)c2c1,103.8,103.2,98.9,100.9,105.4,98.7,.,95.7
Cc1c2cnccc2c(C)c2c1c1cc(C3OCCCO3)ccc1n2C,-62.9*,-95.8*,-79.8*,-43.6*,-67.5*,-25.8*,3.5*,2.3*
CCN(CC)CCn1cc(Sc2cccc(OC)c2)c2cc(OC)ccc21,96.9,94.7,100.0,103.0,111.9,111.6,94.0,101.8
COc1nc(Nc2cccc(C(F)(F)F)c2)nc(OC)n1,115.6,94.0,113.3,103.2,.,120.7,.,102.4
CCCCCCCC/C=C\CCCCCCCCOc1ccccc1CCOP(=O)(O)OCC[N+](C)(C)C,93.0,69.5,84.4,54.2,84.6,.,91.7,48.9
COc1cc(-n2ncc3cc(N)ccc32)cc(OC)c1OC,103.1,90.1,100.2,97.1,103.7,111.8,80.2,97.1
CC(C)NC(=O)c1ccccc1,101.2,99.7,104.5,107.8,102.5,104.5,110.4,111.0
NC(=S)Nc1ccc(Cl)cc1Cl,96.8,107.4,91.0,89.6,103.7,102.8,98.8,97.5
COc1ccc(C2CC(c3ccc(OC)cc3OC)=NN2C(=O)c2ccc(S(N)(=O)=O)cc2)cc1 (stereo unspecified),99.6,99.5,109.4,92.3,99.3,101.2,95.4,94.9
COc1ccc(NC(=O)c2cc(OC)c3c(c2)OCO3)cc1O,94.9,.,91.2,88.4,105.3,94.3,98.4,91.1
CCCCC/C(=C\c1ccccc1)C1OC(C)CC(C)(C)O1 (stereo unspecified),103.8,102.0,96.8,101.4,96.4,108.6,94.4,106.8
COc1ccc(C2=Nc3c(c(-c4ccccc4)nn3-c3ccccc3)C3(C(=O)Nc4ccc(Cl)cc43)C2C#N)cc1 (stereo unspecified),94.0,93.1,82.7,72.3,97.6,89.2,85.5,79.8
Cc1cccc(CS(=O)(=O)NCc2ccc(N3CCCC3)cc2)c1,106.4,.,97.7,70.2,112.6,96.4,.,80.8
Cc1nc2ncc(C(=O)NO)c(=O)n2[nH]1,106.9,103.7,100.4,94.3,.,78.7,115.6,83.5
COc1ccc(/C(=N\NC(N)=S)c2ccccc2)cc1OC,95.8,99.4,100.3,98.0,124.8,113.3,96.3,110.4
O=C(O)/C(=C/c1ccc(O)cc1)c1ccccc1,94.5,95.5,97.5,107.2,105.1,90.3,104.5,93.0
COc1ccc(/C=C/c2nc3ccccc3c(=O)n2-c2ccc(C#Cc3ccc(C(C)(C)C)cc3)cc2C)c(OC)c1,94.8,69.7,96.8,72.6,103.8,72.8,85.1,91.2
COc1cccc(O)c1CN1CCC2(CCCN(Cc3ccc(F)cc3)C2)C1 (stereo unspecified),88.0,90.5,91.0,67.9,105.9,113.3,.,84.9

# A stretch of the results above:
SMILES,MALME-3M,SK-MEL-5,M14,UACC-62,SK-MEL-2,UACC-257,EKVX,A549/ATCC
COc1ccc(C2CC(c3ccc(OC)cc3OC)=NN2C(=O)c2ccc(S(N)(=O)=O)cc2)cc1 (stereo unspecified),99.6,99.5,109.4,92.3,99.3,101.2,95.4,94.9
COc1ccc(NC(=O)c2cc(OC)c3c(c2)OCO3)cc1O,94.9,.,91.2,88.4,105.3,94.3,98.4,91.1
CCCCC/C(=C\c1ccccc1)C1OC(C)CC(C)(C)O1 (stereo unspecified),103.8,102.0,96.8,101.4,96.4,108.6,94.4,106.8
COc1ccc(C2=Nc3c(c(-c4ccccc4)nn3-c3ccccc3)C3(C(=O)Nc4ccc(Cl)cc43)C2C#N)cc1 (stereo unspecified),94.0,93.1,82.7,72.3,97.6,89.2,85.5,79.8
Cc1cccc(CS(=O)(=O)NCc2ccc(N3CCCC3)cc2)c1,106.4,.,97.7,70.2,112.6,96.4,.,80.8
Cc1nc2ncc(C(=O)NO)c(=O)n2[nH]1,106.9,103.7,100.4,94.3,.,78.7,115.6,83.5
COc1ccc(/C(=N\NC(N)=S)c2ccccc2)cc1OC,95.8,99.4,100.3,98.0,124.8,113.3,96.3,110.4
O=C(O)/C(=C/c1ccc(O)cc1)c1ccccc1,94.5,95.5,97.5,107.2,105.1,90.3,104.5,93.0
COc1ccc(/C=C/c2nc3ccccc3c(=O)n2-c2ccc(C#Cc3ccc(C(C)(C)C)cc3)cc2C)c(OC)c1,94.8,69.7,96.8,72.6,103.8,72.8,85.1,91.2
COc1cccc(O)c1CN1CCC2(CCCN(Cc3ccc(F)cc3)C2)C1 (stereo unspecified),88.0,90.5,91.0,67.9,105.9,113.3,.,84.9

# Limited to EKVX, for two of the compounds above:
SMILES	EKVX
Cc1nc2ncc(C(=O)NO)c(=O)n2[nH]1	115.6
COc1ccc(/C(=N\NC(N)=S)c2ccccc2)cc1OC	96.3
